Shiga toxin inh: inhibitors of Shiga toxin in Vero cells; Vero cells, Shiga toxin protein synthesis inhibition reporter; 290,000 tested, 9.2% active; inhibition, % at 38.7 µM; in the data active = inhibition mostly above about 28%, no sharp cut-off; inactive = mostly below about 43%; note: 0% is about no effect
CHX counter: affects cycloheximide protein synthesis inhibition readout, counter-screen. 300,000 tested, 12% active. max response, %. cell reporter, cycloheximide protein synthesis inhibition counterscreen; in the data active = max response mostly above about 13%, no sharp cut-off; inactive = mostly below about 14%; note: read at 38.3 µM for the half of the compounds with a filed dose; 0% is about no effect
LmPK inh: LmPK (Leishmania mexicana) enzyme inhibition. Q27686. purified LmPK, Kinase-Glo ATP luminescence, 1 h. Potency, µM (top dose mostly 57.5 µM), for inactives: at the highest dose activity change, negative = inhibition, usual class: inhibitors. 290,000 tested, 0.37% active. AID 1721; note: potency is the fitted concentration of half-maximal effect; % is set by controls: 0 for no effect and ±100 for the full control effect
Target sequence (Q27686 whole entry, looked up): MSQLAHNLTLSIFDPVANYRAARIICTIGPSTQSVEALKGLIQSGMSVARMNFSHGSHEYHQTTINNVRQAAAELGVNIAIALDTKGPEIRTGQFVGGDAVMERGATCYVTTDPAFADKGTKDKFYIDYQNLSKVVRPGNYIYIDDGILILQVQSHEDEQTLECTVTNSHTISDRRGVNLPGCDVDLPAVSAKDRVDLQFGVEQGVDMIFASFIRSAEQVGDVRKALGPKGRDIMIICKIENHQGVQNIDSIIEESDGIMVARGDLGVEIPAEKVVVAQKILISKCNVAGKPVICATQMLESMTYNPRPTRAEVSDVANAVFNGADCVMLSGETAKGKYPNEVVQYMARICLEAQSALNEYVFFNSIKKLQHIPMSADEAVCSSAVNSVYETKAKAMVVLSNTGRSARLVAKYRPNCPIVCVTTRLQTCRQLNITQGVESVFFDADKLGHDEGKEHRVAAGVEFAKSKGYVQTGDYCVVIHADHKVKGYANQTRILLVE
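ATP generated from ADP (0.1 mM) and PEP (0.5 mM) by 0.1 nM LmPK over 1 h at room temperature (pH 7.2 imidazole buffer) was detected by coupled luciferase luminescence. Values were normalized to uninhibited and no-enzyme wells.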
Pf growth 96h: P. falciparum growth inhibition at 96 hours; Potency, µM (highest dose often 28.7 µM), for the others: top-dose activity change, negative = inhibition, most hits filed as inhibitors; P. falciparum luciferase reporter growth, 96 h; AID 504834; 320,000 tested, 6.9% active; note: potency is the fitted concentration of half-maximal effect; % is set by controls: 0 for no effect and ±100 for the full control effect
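P. falciparum expressing integrated firefly luciferase, in erythrocytes at 2% hematocrit, 0.05% parasitemia, incubated with compounds 96 h at 37 C, 5% CO2. Growth inhibition read as loss of luminescence; two-generation exposure targets delayed-death apicoplast inhibitors.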
Pf growth 48h: P. falciparum growth inhibition at 48 hours (one generation) | P. falciparum luciferase growth in erythrocytes, 48 h | Potency, µM (doses to about 28.7 µM), inactives show at the top dose activity change, negative = inhibition, hits mostly inhibitors | 310,000 tested, 5.9% active; note: potency is the fitted concentration of half-maximal effect; % is set by controls: 0 for no effect and ±100 for the full control effect
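Luciferase-expressing P. falciparum in infected erythrocytes (2% hematocrit, 0.1% parasitemia final) in RPMI 1640/0.5% Albumax were exposed to compound for 48 hours at 37 C, 5% CO2; growth read as luminescence.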
Tb PYK inh: T. brucei pyruvate kinase inhibition; AID 624173; 410,000 tested, 0.12% active; TbPYK enzyme, Kinase-Glo Plus ATP luminescence, 45 min; Potency, µM (series often up to 76.8 µM), inactives show at the top dose activity, negative = inhibition, actives largely listed as inhibitors; Q57TT1; note: potency is the fitted concentration of half-maximal effect; % is set by controls: 0 for no effect and ±100 for the full control effect; nearly all actives have a fitted effect of over 50% in size
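In this concentration-response screen, enzyme-free wells defined baseline while DMSO plates tracked drift. Each reaction combined TbPYK, substrate, compound and 130 uM ADP for 45 min at room temperature. Kinase-Glo Plus luminescence gave the signal.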
AmpC inh no detg: blocks E. coli AmpC beta-lactamase in detergent-free assay. 330,000 tested, 0.52% active. AmpC nitrocefin hydrolysis, absorbance 480 nm, 0.0001% Triton. P00811. Potency, µM (doses to about 57.1 µM), inactives show top-dose activity change, negative = inhibition, actives largely listed as inhibitors;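 note: potency is the fitted concentration of half-maximal effect; plate controls were no compound for no effect and no enzyme for full effect; nearly all actives have a fitted effect of over 20% in size; some results filed as inactive show a strong effect at the top dose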
Target sequence (P00811 whole entry, looked up): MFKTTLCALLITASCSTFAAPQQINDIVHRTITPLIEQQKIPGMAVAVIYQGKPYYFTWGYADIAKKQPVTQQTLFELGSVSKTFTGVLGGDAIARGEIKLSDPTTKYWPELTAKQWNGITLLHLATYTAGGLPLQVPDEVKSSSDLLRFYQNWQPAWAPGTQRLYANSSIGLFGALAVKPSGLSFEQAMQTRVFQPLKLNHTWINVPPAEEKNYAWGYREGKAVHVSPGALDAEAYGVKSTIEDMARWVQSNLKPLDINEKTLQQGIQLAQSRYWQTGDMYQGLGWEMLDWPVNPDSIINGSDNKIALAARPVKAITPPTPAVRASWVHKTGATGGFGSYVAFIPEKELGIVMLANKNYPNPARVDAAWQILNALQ
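20 mM phosphate pH 7.0 + 0.01% (detergent screen) or 0.0001% Triton X-100; 5.3 nM AmpC reagent; cpd preinc 15 min RT; nitrocefin (800 uM stock) to start; A480 q20 s × 4 min; Activity was normalised to no-enzyme and no-compound control wells.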
* = called active by the depositor; ? = inconclusive; . = no result given; + = active, no number; [ ] = dose if it differs, or a comment. Unless noted, calls come from the whole dose curve; as a rule, active = well fitted curve in the direction sought with a large enough effect; inconclusive = small, poorly fitted or top-dose-only effect, or another doubt; inactive = no such curve, though single readings can be large; an effect the other way counts as inactive or inconclusive.

SMILES	Shiga toxin inh	CHX counter	LmPK inh	Pf growth 96h	Pf growth 48h	Tb PYK inh	AmpC inh no detg
Cc1ccc(/C(N)=N/OC(=O)COc2ccccc2Cl)cc1	97	39*	2%	58%[activator]	75%[activator]	5%	-24%
Cc1nn(-c2ccccc2)c(N)c1N=Nc1cccc(S(=O)(=O)N2CCOCC2)c1	-3	2	1%	-29%	?	-3%	82%[activator]
CC(=O)Nc1ccc(/C(C)=N/NS(=O)(=O)c2ccccc2)cc1	7	23*	-7%	46%[activator]	23%	-10%	-10%
O=c1cc(N2CCCCC2)c(-c2ccccc2)n[nH]1	-4	4	1%	9%	-17%	-5%	-17%
CN1CCN(C(=O)CSc2ccc(Cl)cc2)CC1	9	-2	-2%	0%	27%	6%	-12%
COc1cccc(/C(C)=N/NS(=O)(=O)c2ccc(Cl)cc2)c1	-12	-4	4%	?	6%	0%	-13%
COc1cccc(C(=O)Nc2ccc(NC(=O)C3CC=CCC3C(=O)O)cc2)c1 (centres undefined)	77*	24*	-2%	12µM*	150%[activator]	7%	-20%
CC(C)c1ccc(S(=O)(=O)c2cnc(=S)[nH]c2N)cc1	2	-2	-4%	-19%	16%	4%	-28%
COc1ccc(C(=O)C(O)C(c2ccc(C)cc2)N2CCOCC2)cc1OC (centres undefined)	25	-2	-1%	3%	2%	1%	9%
O=C1CC(N2CCCc3ccccc32)C(=O)N1c1ccccc1Cl (centres undefined)	16	-3	2%	?	-21%	-13%	-25%
CC(Sc1nc(N)c2c3c(sc2n1)CSC(C)(C)C3)C(=O)Nc1ccccc1 (centres undefined)	16	-2	0%	?	?	?	-57%
O=C(NCCc1ccccc1)C1(S(=O)(=O)c2ccc(Cl)cc2)CC1	4	1	1%	0%	18%	1%	4%
CCOc1ccccc1-c1nc(-c2cc3ccccc3nc2OC)no1	-1	1	0%	?	0%	0%	10%
C=CCOc1cccc(CNCCCN2CCOCC2)c1	-15	-2	-1%	-6%	-6%	6%	-4%
O=C(COC(=O)c1ccccc1C(=O)c1ccccc1)NCCc1ccc(Cl)cc1Cl	-11	-3	4%	?	0%	7%	1%
COc1ccc(OC)c(/C=C/C(=O)N2CCN(S(=O)(=O)c3cc(C)ccc3C)CC2)c1	.	.	.	?	?	-13%	-7%
Cc1cc(Cl)c(S(=O)(=O)Nc2ccc3c(c2)OCCO3)cc1OCC(=O)NC1CCCCC1	-2	19	6%	?	.	-14%	-41%
N#Cc1ccc(-c2nc3ccccc3nc2-c2ccccc2)cc1C#N	-6	-1	5%	34%[activator]	-6%	2%	-15%
CC1CCCCN1c1nnc(NC(=O)Cn2c(=O)oc3ccccc32)s1 (centres undefined)	14	-7	8%	20%	.	-1%	-5%
O=C(CCN1C(=O)c2ccccc2S1(=O)=O)Nc1ccccc1O	-6	-4	5%	-21%	4%	-7%	-34%
O=C(COc1ccc(F)cc1Cl)Nc1cccc(S(=O)(=O)N2CCCCCC2)c1	.	.	.	13µM*	?	-1%	-26%
COc1ccc(C(=O)Nc2ccc(C3(C#N)CCCC3)cc2)cc1	-10	10	1%	?	-6%	4%	-26%
Cc1cnc(C(=O)Nc2cccc(-c3nnc4n3CCCCC4)c2)cn1	-5	1	-3%	?	23%	2%	-13%
COc1ccc(C2C(C(C)=O)=C(O)C(=O)N2c2ccc(C)cc2)cc1 (centres undefined)	5	3	3%	-1%	10%[0.00184 µM]	3%	-7%
COc1ccc(NC(=O)CN2CC(c3ccccc3)CC2=O)cc1OC (centres undefined)	-5	-2	-1%	31%[activator]	0%	-3%	-2%
Cc1c(Cl)ccc2c(C(=O)Nc3cc(C(C)(C)C)on3)cc(-c3ccccn3)nc12	-7	6	6%	2.1µM*	0%	-3%	-20%
OC1CCCCC1	.	.	.	26%	32%[activator]	7%	-11%
Cc1ccc(S(=O)(=O)N2CCCCC2)cc1NC(=O)COC(=O)Cc1cccc(C(F)(F)F)c1	-11	2	2%	14%	7%	0%	4%
Fc1cccc(-c2n[nH]c(=S)n2-c2ccccc2)c1	.	0	?	19%	11%	?	-26%
COc1ccc(NC(=S)NNC(=O)C2CC2c2ccc(C)cc2)cc1 (centres undefined)	-4	-3	5%	?	-12%	-19%	-11%
Cc1ccccc1C1CC(c2ccccc2)Nc2ncnn21 (centres undefined)	-7	0	3%	?	.	3%	13%
CS(=O)(=O)c1ccc2sc(NC(=O)c3cc4ccccc4o3)nc2c1	3	-2	1%	6%	29%	7%	-12%
O=C(CN1CSCC1=O)N1CCN(S(=O)(=O)c2cc(C(F)(F)F)ccc2Cl)CC1	.	.	.	3%	?	1%	1%
C=CCn1c(Sc2nncn2C)nc2c1c(=O)[nH]c(=O)n2C	6	-2	1%	-13%	13%	-5%	-20%
Cn1c(NC(=O)c2ccccc2)c(-c2ccccn2)c(=O)c2ccccc21	17	-1	5%	-11%	.	-3%	-10%
COc1cc(/C=N/Nc2nc3ccccc3s2)ccc1OC(=O)c1ccccc1F	+	43*	-7%	?	-27%	-1%	-13%

Single values from the list:
Pf growth 48h with OC1CCCCC1 → 32%[activator]
Pf growth 48h with CS(=O)(=O)c1ccc2sc(NC(=O)c3cc4ccccc4o3)nc2c1 → 29%

(further entries)
SMILES	Shiga toxin inh	CHX counter	LmPK inh	Pf growth 96h	Pf growth 48h	Tb PYK inh	AmpC inh no detg
O=C(OCC(=O)N(CCc1ccccc1)Cc1ccccc1)c1ccccc1NCCO	17	9	-3%	?	?	1%	-2%
CC(=O)Nc1ccc(Nc2nc(-c3sc(C)nc3C)cs2)cc1	53	11*	-11%	?	5%	-1%	-20%
O=C(O)CCCC(=O)N1CCc2cc(S(=O)(=O)NCc3ccc(F)cc3)ccc21	19	-1	0%	14%	-27%	1%	-21%
O=C(Nc1ccc(Br)cc1)C1OCCc2ccccc21 (centres undefined)	51*	18*	5%	?	?	-1%	-22%
NC(=O)C1CCN(C(=O)C2CCC(=O)N(CC3CCCCC3)C2)CC1 (centres undefined)	-5	-1	-1%	?	33%[activator]	-2%	-13%
CC(C)C(CC(=O)N1CCCCC1)C1CCOC(C)(C)C1 (centres undefined)	-2	-2	-1%	?	-23%	0%	15%
CC(C)CNC(=O)c1ccc(NC(=O)c2cccs2)cc1	62*	27*	-8%	11%	46%[activator]	-2%	-45%
O=C(NC1CCCCCC1)C1CC(=O)N(c2ccc(Cl)cc2)C1 (centres undefined)	2	-6	-1%	7%	-6%	0%	45%
CCCc1cc(C(=O)Nc2sc(C)c(C)c2C(=O)OCC)no1	-6	-2	-4%	?	5%	-19%	-27%
O=C(NCCN1CCOCC1)c1cc(S(=O)(=O)NCCCN2CCCC2=O)ccc1Cl	21	1	-2%	27%	16%	-3%	-21%
COc1ccc(COCC(O)CN2CCc3ccccc3C2)cc1OC (centres undefined)	-7	1	7%	11%	15%	1%	-19%[11.4 µM]
COc1ccc(C(C(=O)NCC2CCCO2)N(Cc2ccc(F)cc2)C(=O)CNC(=O)c2ccco2)cc1OC (centres undefined)	-16	4	5%	?	0%	0%	105%[activator]

4 entries from above, field by field.
Structure: CC1CCCCN1c1nnc(NC(=O)Cn2c(=O)oc3ccccc32)s1 (centres undefined)
  Shiga toxin inh = 14; CHX counter = -7; LmPK inh = 8%; Pf growth 96h = 20%; Pf growth 48h = .; Tb PYK inh = -1%; AmpC inh no detg = -5%

Structure: O=C(CCN1C(=O)c2ccccc2S1(=O)=O)Nc1ccccc1O
  Shiga toxin inh = -6; CHX counter = -4; LmPK inh = 5%; Pf growth 96h = -21%; Pf growth 48h = 4%; Tb PYK inh = -7%; AmpC inh no detg = -34%

Structure: O=C(COc1ccc(F)cc1Cl)Nc1cccc(S(=O)(=O)N2CCCCCC2)c1
  Shiga toxin inh = .; CHX counter = .; LmPK inh = .; Pf growth 96h = 13µM*; Pf growth 48h = ?; Tb PYK inh = -1%; AmpC inh no detg = -26%

Structure: COc1ccc(C(=O)Nc2ccc(C3(C#N)CCCC3)cc2)cc1
  Shiga toxin inh = -10; CHX counter = 10; LmPK inh = 1%; Pf growth 96h = ?; Pf growth 48h = -6%; Tb PYK inh = 4%; AmpC inh no detg = -26%

The results go on:
SMILES	Shiga toxin inh	CHX counter	LmPK inh	Pf growth 96h	Pf growth 48h	Tb PYK inh	AmpC inh no detg
CCn1cc(C(=O)Nc2cccc(C(=O)OC)c2)c(=O)c2ccc(C)nc21	-20	0	4%	?	14%	-8%	-20%
COc1ccc(CCN(C)C(=O)COc2ccc(C(=O)c3ccccc3)cc2)cc1OC	.	.	.	?	?	1%	51%
COc1cccc(C(=O)COC(=O)c2n[nH]c(=O)c3ccccc23)c1	-3	-3	1%	-2%	3%	-1%	-19%
COc1cnn(-c2ccccc2)c(=O)c1SCc1ccc(Cl)cc1Cl	-5	-5	7%	?	?	-14%	-24%
CCOc1cc(C(C(=O)NCC2CCCO2)N(C(=O)Cn2nnc3ccccc32)c2ccc(OC)c(OC)c2)ccc1O (centres undefined)	-13	-3	1%	?	9%	4%	33%
Cc1nn(C(C)(C)C)c(C)c1/C=N/OC(=O)Nc1ccc(Cl)cc1	-23	-4	3%	-21%	-32%	5%	1%
COc1cccc(N2CCN(C(c3ccccn3)c3nnnn3C(C)(C)C)CC2)c1 (centres undefined)	-3	-3	-2%	?	?	-10%	28%
CCc1nc(SCc2ccccn2)[nH]c(=O)c1C	-5	-2	2%	17%	21%	2%	-12%
O=C(c1cc(-c2cccs2)nc2ccccc12)N1CCN(c2ccccc2O)CC1	91	19*	2%	?	?	-3%	0%
COc1ccc(Cl)cc1NC(=O)CN1CCC(n2nnc3ccccc32)CC1	-5	-3	-10%	4%	?	2%	0%
COc1cccc(-c2cn3nc(C)c(C)nc3n2)c1	167*	41*	13µM*	167%[activator][5.75 µM]	-21%	-28%	27%
CCN(c1ccccc1)S(=O)(=O)c1ccc(F)cc1C	-2	1	0%	.	-6%	0%	-26%
O=C(N/C(=C/c1ccco1)C(=O)N1CCCCCC1)c1cccs1	-4	-2	-1%	21%	-9%	?	-16%
CCN(CC)C(=O)c1cccc(-c2ccc(OC)cc2)c1	49*	25*	-1%	.	?	.	16%
O=C(CS(=O)(=O)c1ccccc1)Nc1nnc(C(F)(F)F)s1	26	-2	3%	208%[activator]	6%	-1%	-26%
Cc1nn(Cc2ccc(Cl)cc2Cl)c(Cl)c1/C=N/NC(=O)CNc1cccc(C(F)(F)F)c1	-6	-3	0%	?	?	.	-15%
CC1(C)CC(=O)/C(=C(\O)c2ccccc2)C(=NCCc2ccccc2)C1	9	-1	1%	-17%	?	3%	17%
COc1ccc(NC(=O)CSc2c(C)nn(-c3nnc(C)c(=O)[nH]3)c2C)cc1	-10	-2	-1%	12µM*	-13%	-7%	-8%
CC(=O)NCCC(=O)Nc1ncc(S(=O)(=O)c2ccc([N+](=O)[O-])cc2)s1	.	.	.	?	?	-4%	-8%
CCOC(=O)CC1C(=O)NCCN1C(=O)c1cc2c(=O)n3cccc(C)c3nc2s1 (centres undefined)	12	-10	-4%	?	.	-9%	-2%
C=CCNC(=O)/C=C/c1ccc(C(C)C)cc1	96*	58*	-4%	-32%	?	-4%	1%
